PLK1 kinase inh: blocks human PLK1 kinase activity; P53350; recombinant PLK1 kinase, TR-FRET peptide phosphorylation; AID 619; inhibition, % at 10 µM; 97,000 tested, 0.53% active;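 active = inhibition of 50% or more in the single-concentration screen; inactive = inhibition below 50%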;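 note: 0% = DMSO max control and 100% = H-89 dihydrochloride min control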
Target sequence (P53350 whole entry, looked up): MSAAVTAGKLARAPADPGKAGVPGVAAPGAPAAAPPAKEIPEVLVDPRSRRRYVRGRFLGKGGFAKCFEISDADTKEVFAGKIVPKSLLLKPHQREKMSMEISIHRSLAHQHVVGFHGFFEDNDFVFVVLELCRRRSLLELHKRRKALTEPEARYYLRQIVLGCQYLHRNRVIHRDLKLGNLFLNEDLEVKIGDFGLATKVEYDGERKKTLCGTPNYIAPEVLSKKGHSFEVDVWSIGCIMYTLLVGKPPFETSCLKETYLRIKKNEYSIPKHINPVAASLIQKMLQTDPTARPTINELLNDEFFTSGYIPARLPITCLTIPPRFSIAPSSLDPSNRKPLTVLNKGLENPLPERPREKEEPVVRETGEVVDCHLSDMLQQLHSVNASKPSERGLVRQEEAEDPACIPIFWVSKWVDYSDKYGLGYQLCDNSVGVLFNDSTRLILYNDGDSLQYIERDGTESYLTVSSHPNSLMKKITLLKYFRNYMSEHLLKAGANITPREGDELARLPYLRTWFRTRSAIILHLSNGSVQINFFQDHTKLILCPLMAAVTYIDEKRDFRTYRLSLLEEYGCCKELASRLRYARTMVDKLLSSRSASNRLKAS
Plk1 PBD FP: Plk1 (human) PBD binding inhibition; Plk1 PBD phosphopeptide binding, fluorescence polarization; inhibition, %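 (tested at about 20 µM)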; P53350; 97,000 tested, 0.13% active; in the data active = inhibition above about 34%, passing the limit was not always enough
CYP2C9 act: increases human cytochrome P450 2C9 activity; P11712; recombinant CYP2C9, luciferin-H conversion, luminescence; stronger effect = higher value; factor 1 = untreated enzyme, 0 = blocked; activation factor at 5 µM; 96,000 tested, 1.4% active;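 active = activation factor of 2 or more for CYP2C9 at a 5 µM dose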;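 note: 0 = sulfaphenazole-blocked wells and 1 = vehicle-only wells; values of inactives mirror those of a sister screen read the other way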
CYP2C19 activ: activators of human cytochrome P450 2C19; 96,000 tested, under 10 active; P33261; activation factor at 5 µM; AID 1025; recombinant CYP2C19, luciferin-H EGE luminescence; stronger effect = higher value; 0 = fully inhibited enzyme, 1 = untreated enzyme;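 active = activation factor of at least 2 at 5 µM in the primary screen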;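 note: 0 = wells with 2.5 mM tranylcypromine and 1 = vehicle-only wells; values of inactives mirror those of a sister screen read the other way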
Target sequence (P33261 whole entry, looked up): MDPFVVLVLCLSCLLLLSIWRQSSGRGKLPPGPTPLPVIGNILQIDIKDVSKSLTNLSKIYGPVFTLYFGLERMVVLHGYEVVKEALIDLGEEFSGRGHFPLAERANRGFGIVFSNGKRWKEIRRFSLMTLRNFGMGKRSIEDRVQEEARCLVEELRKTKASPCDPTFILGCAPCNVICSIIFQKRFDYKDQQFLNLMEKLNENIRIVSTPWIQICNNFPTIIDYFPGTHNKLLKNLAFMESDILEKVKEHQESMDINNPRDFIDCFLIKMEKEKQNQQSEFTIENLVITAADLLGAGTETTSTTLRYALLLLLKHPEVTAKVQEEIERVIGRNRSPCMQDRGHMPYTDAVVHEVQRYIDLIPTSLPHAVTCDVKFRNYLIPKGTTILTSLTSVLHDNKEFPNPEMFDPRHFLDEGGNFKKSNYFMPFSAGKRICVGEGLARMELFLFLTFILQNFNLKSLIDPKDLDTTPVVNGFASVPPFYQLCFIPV
CYP2C19 inhib: inhibitors of human CYP2C19. inhibition, % at 5 µM. 96,000 tested, 21% active. AID 778. CYP2C19 Supersomes, luciferin-H EGE luminescence, 30 min. P33261;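 active = CYP2C19 inhibition above a set limit at 5 µM in the primary screen, cut at about 50% in these data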;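 note: plate controls were negative control wells for no effect and 2.5 mM tranylcypromine positive control for full effect; values of inactives mirror those of a sister screen read the other way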
CYP2C9 inh: human CYP2C9 inhibition. P11712. CYP2C9 Supersomes, luciferin-H conversion, luminescence. inhibition, % at 5 µM. 96,000 tested, 20% active. AID 777;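 active = blocking of liver enzyme CYP2C9 beyond about 50% at 5 µM, limit read from the data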; note: values of inactives mirror those of a sister screen read the other way
Rev-RRE block: inhibitors of HIV-1 Rev-RRE RNA interaction. P05866. Rev peptide-RRE RNA binding, FRET. 97,000 tested, 0.79% active. inhibition, % at 8 µM;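 active = inhibition above the screen-wide mean plus 3 SD, cut at about 35% in these data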;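 note: 0% = median DMSO wells and 100% = median Neomycin B control wells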
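Test system – labelled RRE RNA duplex and labelled Rev peptide · Signal – fluorescein-to-Cy5 FRET, 480 nm excitation · Evaluation – % inhibition of FRET ratio versus controls · Benchmarks – DMSO low control, neomycin B high control · Incubation – 5 min RNA-compound premix plus 15 min binding step, 25 °C · Medium – HEPES pH 7.5 salt buffer with EDTA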
EphB4 ephrin blk: blocks human EphB4 binding to ephrin-B2; EphB4 LBD / TNYL-RAW-Alexa532 peptide, fluorescence polarization; 97,000 tested, 0.15% active; inhibition, % at 7 µM;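 active = inhibition above the screen-wide mean inhibition plus 3 SD, cut at about 15% in these data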;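 note: 0% = DMSO wells and 100% = excess unlabeled TNYL-RAW peptide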
PLAP activator: human PLAP activation | P05187 | purified PLAP enzyme, luminescent substrate read-out; stronger effect = higher value | activation fold at 20 µM | 96,000 tested, 1.2% active; in the data active = activation fold above about 2
Numbers without * were called inactive; · = not tested or not shown. Rows were taken by chance; overall some 29% were active at least once.

PLK1 kinase inh,Plk1 PBD FP,CYP2C9 act,CYP2C19 activ,CYP2C19 inhib,CYP2C9 inh,Rev-RRE block,EphB4 ephrin blk,PLAP activator,Compound
0,14,0.8,1.1,-8,17,7,-5,1.1,CC1CCCCC1NC(=O)C1CCN(S(=O)(=O)c2ccc3c(c2)CCC(=O)N3)CC1 (stereo unspecified)
-18,-20,0.9,0.9,9,14,3,-3,0.8,COc1ccc(OCC(=O)Nc2cccc3ncccc23)cc1
-13,-17,0.7,1,-2,27,6,-2,1.6,COc1ccc(-c2noc(CSc3nc4sc(C)c(C)c4c(=O)n3-c3ccccc3)n2)cc1OC
-14,28,1,1,4,-1,3,-4,1.2,CSCC[C@H](NC(=O)OC(C)(C)C)C(=O)N1CCC(C(=O)N[C@@H](C)C(=O)O)CC1
-11,-8,1,0.9,5,-3,1,-3,1,CCOC(=O)C(NC(=O)CC)C(O)c1cccc([N+](=O)[O-])c1 (stereo unspecified)
-8,32,1.1,0.5,50*,-6,2,0,0.8,COc1ccc(CNC(=O)C2CC(c3ccccc3[N+](=O)[O-])=NO2)cc1 (stereo unspecified)
-13,21,0.9,1.2,-17,6,0,0,1,O=C(NCc1ccc2c(c1)OCO2)c1c[nH]c2ccc(S(=O)(=O)N3CCOCC3)cc2c1=O
-8,-14,0.5,0.3,70*,54*,-3,3,1.1,O=C(NCCOc1cccc(Cl)c1Cl)c1cc(-n2cnnc2)ccc1Cl
-12,-15,0.5,0.9,14,54*,-1,-7,0.9,Cc1nc2ccc(NC(=O)c3ccc(Cl)c(NC(=O)c4cccs4)c3)cc2s1
3,2,0.7,0.9,13,34,4,3,0.8,O=C1c2ccccc2C(=O)N1c1cccc(-c2nc3ccccc3o2)c1
-10,19,0.2,0.1,94*,84*,-3,0,1,CCOC(=O)Cc1cnc(NC(=O)c2ccccc2)s1
-11,-19,0.8,0.5,50*,18,6,-8,0.9,Cc1nnc(NC(=O)C2(c3ccccc3)CCOCC2)s1
1,-1,0.5,1,0,50,14,-10,0.8,C(=N/n1c2ccccc2c2ccccc21)/c1ccco1
1,5,0.7,0.3,72*,28,1,-4,1.1,O=C(c1ccco1)n1c(=S)nc2ccccn21
·,·,1,1,-2,1,·,·,1.2,O=C(NCCc1ccccc1)C1CC(=O)N(C2CCCCCC2)C1 (stereo unspecified)
·,·,1.2,0.4,63*,-18,·,·,1.1,CCn1c(=N)c(C(=O)OC)cc2c(=O)n3ccccc3nc21
11,5,0.9,0.9,6,6,-1,-13,0.9,O=C(CCS(=O)CCC(=O)NCc1ccccc1)NCc1ccccc1
-11,1,1,0.1,88*,0,6,-2,1,CC1CCCCC1NS(=O)(=O)c1ccc(-n2cnnn2)cc1 (stereo unspecified)
-10,-2,0.7,1.1,-6,28,7,-1,1.1,Cc1cc(C(=O)Nc2cccc(/C=C/C(=O)O)c2)c(C)o1
-6,20,0.9,1,0,8,1,-2,0.8,CC(C(=O)Nc1cccnc1)N1C(=O)c2ccccc2C1=O (stereo unspecified)

Exported with values under each structure: entries from further up.
The line under a structure holds: PLK1 kinase inh, Plk1 PBD FP, CYP2C9 act, CYP2C19 activ, CYP2C19 inhib, CYP2C9 inh, Rev-RRE block, EphB4 ephrin blk, PLAP activator
COc1ccc(-c2noc(CSc3nc4sc(C)c(C)c4c(=O)n3-c3ccccc3)n2)cc1OC
  -13, -17, 0.7, 1, -2, 27, 6, -2, 1.6
CSCC[C@H](NC(=O)OC(C)(C)C)C(=O)N1CCC(C(=O)N[C@@H](C)C(=O)O)CC1
  -14, 28, 1, 1, 4, -1, 3, -4, 1.2
CCOC(=O)C(NC(=O)CC)C(O)c1cccc([N+](=O)[O-])c1 (stereo unspecified)
  -11, -8, 1, 0.9, 5, -3, 1, -3, 1
COc1ccc(CNC(=O)C2CC(c3ccccc3[N+](=O)[O-])=NO2)cc1 (stereo unspecified)
  -8, 32, 1.1, 0.5, 50*, -6, 2, 0, 0.8
O=C(NCc1ccc2c(c1)OCO2)c1c[nH]c2ccc(S(=O)(=O)N3CCOCC3)cc2c1=O
  -13, 21, 0.9, 1.2, -17, 6, 0, 0, 1
O=C(NCCOc1cccc(Cl)c1Cl)c1cc(-n2cnnc2)ccc1Cl
  -8, -14, 0.5, 0.3, 70*, 54*, -3, 3, 1.1
Cc1nc2ccc(NC(=O)c3ccc(Cl)c(NC(=O)c4cccs4)c3)cc2s1
  -12, -15, 0.5, 0.9, 14, 54*, -1, -7, 0.9
O=C1c2ccccc2C(=O)N1c1cccc(-c2nc3ccccc3o2)c1
  3, 2, 0.7, 0.9, 13, 34, 4, 3, 0.8
CCOC(=O)Cc1cnc(NC(=O)c2ccccc2)s1
  -10, 19, 0.2, 0.1, 94*, 84*, -3, 0, 1
Cc1nnc(NC(=O)C2(c3ccccc3)CCOCC2)s1
  -11, -19, 0.8, 0.5, 50*, 18, 6, -8, 0.9
C(=N/n1c2ccccc2c2ccccc21)/c1ccco1
  1, -1, 0.5, 1, 0, 50, 14, -10, 0.8

Following part
PLK1 kinase inh,Plk1 PBD FP,CYP2C9 act,CYP2C19 activ,CYP2C19 inhib,CYP2C9 inh,Rev-RRE block,EphB4 ephrin blk,PLAP activator,Compound
-17,26,0.4,0.9,7,56*,3,0,1.2,CC(C)(C)c1ccc(C(=O)N/C(=C\c2cccs2)C(=O)NCc2ccco2)cc1
-4,38,0.7,0.8,17,29,-2,2,1.2,CC(C)n1c(-c2ccc(C(C)(C)C)cc2)n[nH]c1=S
·,·,1.1,1,-5,-7,·,·,0.8,Clc1ccc(Nc2ncnc3c2cnn3-c2ccccc2)cc1
-6,-7,·,·,·,·,6,3,·,O=c1cc(N2CCC3(CC2)OCCO3)[nH]c(=O)n1-c1ccc(Br)cc1
-10,13,0.5,1,-1,45,-1,2,1,O=C(NC1CCCC1)c1cccc(NC(=O)c2ccco2)c1
-8,24,·,·,·,·,0,2,·,CNC(=O)Cn1nc(-c2ccc(C)c(S(=O)(=O)N(C)C)c2)c2ccccc2c1=O
9,16,0.8,1,-4,16,2,10,0.8,COc1cc(NC(=O)C2CC(=O)NC3=C2C(=O)CCC3)cc(OC)c1 (stereo unspecified)
-2,5,0.6,0.9,14,37,5,-1,1.8,CCCOc1ccc(C(=O)C(c2ccccc2)N2CCOCC2)cc1 (stereo unspecified)
-8,-24,1.5,0.9,8,-54,-3,-2,1,COc1ccccc1NC(=S)NC(=O)c1ccc(-c2ccc(Cl)cc2)o1
-6,1,1.1,1.1,-12,-13,10,7,0.9,Cc1ccc(N=Nc2c(N)[nH]n3c(=O)c4c(nc23)CCCC4)cc1
·,·,0.6,0.9,13,36,·,·,0.8,CCN1C(=O)c2cccc3c(NC(=O)c4ccc(S(=O)(=O)N(C)C)cc4)ccc1c23
-7,5,0.9,0.9,14,9,6,-2,0.8,CC(=O)NC1CCC(C(=O)O)(c2ccccc2)C1 (stereo unspecified)
·,·,1.2,1.1,-12,-17,·,·,1,Cn1nccc1C(=O)NCCN1C(=O)OC(C)(C)C1(C)O (stereo unspecified)
1,-22,1.3,1.1,-6,-25,2,0,1,Cc1cc(C)c2cccc(NC(=S)NC(=O)c3ccccc3)c2n1
-9,-3,1.1,1.1,-10,-10,5,5,1.1,CCC(CO)NCCNC(CC)CO (stereo unspecified)
6,-3,1,1.1,-12,-1,10,9,1.1,O=c1ccc(Br)c[nH]1
·,·,0.1,0.1,93*,85*,·,·,1.5,COc1ccc(OC)c(S(=O)(=O)N2C(C)CCCC2C)c1 (stereo unspecified)
-11,3,·,·,·,·,1,0,·,Cc1ccc(CSc2nncn2-c2ccccn2)cc1
·,·,1,0.9,5,1,·,·,0.9,CC(=O)Nc1c(O)n(C)c2ccccc12
-3,12,·,·,·,·,5,4,·,CC1(C)CC(C)(c2ccc(O)cc2O)N(c2cccc(Cl)c2)C(=S)N1 (stereo unspecified)

PLK1 kinase inh,Plk1 PBD FP,CYP2C9 act,CYP2C19 activ,CYP2C19 inhib,CYP2C9 inh,Rev-RRE block,EphB4 ephrin blk,PLAP activator,Compound
-4,26,0.4,0.6,44,60*,0,-1,1.4,CC(O)CNc1nc2c(c(=O)n(C)c(=O)n2C)n1Cc1cccc(Br)c1 (stereo unspecified)
-11,-10,·,·,·,·,-1,7,·,CCCCOc1ccc(C(=O)Nc2cc(C)c(OCC(=O)N3CCOCC3)c(C)c2)cc1
1,4,1,1,-4,-5,6,1,1,CCN(CC)CCCN1C(=O)C(=O)/C(=C(/O)c2ccc3c(c2)OCCO3)C1c1ccco1 (stereo unspecified)
-8,2,1,0.8,15,-1,1,2,1,CCOC(=O)CN1C(=O)C(CC)Oc2ccc(Cl)cc21 (stereo unspecified)
-11,-7,·,·,·,·,7,4,·,CN(C)S(=O)(=O)N(CC(=O)Nc1ccc2ccccc2c1)c1ccccc1
3,-10,0.8,0.9,14,17,5,-2,0.8,CCCCC(=O)Nc1cccc(-c2nn3c(C)nnc3s2)c1
-12,10,·,·,·,·,-1,0,·,CC1CCN(C(=O)Cn2cc(C#N)c3ccccc32)CC1
-2,-3,1.2,1.1,-11,-20,9,5,1,CCOC(=O)CCC(=O)N1CCOCCOCCOCC1
-11,-5,1.1,1,-1,-10,8,3,1,CC(=O)c1c(C)nc2cc(Cl)ccc2c1N
-7,2,·,·,·,·,6,9,·,Cc1nn2cnc3sc4c(c3c2nc1=O)CCCC4
·,·,1,0.8,15,1,·,·,1.6,COc1ccc(-c2coc3c(CN4CCCCC4)c(O)c(CN4CCCCC4)c(O)c3c2=O)cc1
-5,-14,1,0.9,7,5,9,2,1.1,COc1ccc(C(=O)n2nc(C)c(Br)c2C)cc1
-14,-4,0.3,0.1,86*,69*,6,-3,0.9,O=C(COC(=O)c1cccnc1)Nc1cccc(Cl)c1
-4,20,0.5,0.9,13,54*,34,-7,1,CCN(CC)c1nc2ccccc2nc1C(C#N)C(=O)NCCc1ccccc1 (stereo unspecified)
-12,20,1,1.1,-7,-5,3,2,1.2,CN1CCN(C(=O)C23CCC(C)(c4nc5ccccc5nc42)C3(C)C)CC1 (stereo unspecified)
-12,-20,0.2,0.9,10,82*,-4,2,1.2,O=C(COc1ccccc1)NC(NC(=S)Nc1ccccc1C(=O)O)C(Cl)(Cl)Cl (stereo unspecified)
17,-18,0.9,0.9,10,9,1,2,1.1,Cc1cccc(C2CC(c3ccccc3)Nc3nc(N)nn32)c1 (stereo unspecified)
0,-36,0.6,0.1,87*,41,-3,-2,0.7,Nc1cc(C(=O)c2cccs2)ccc1Cl
7,12,0.8,0.6,40,21,14,-4,0.7,CCOc1ccccc1NC(=O)CSc1nnnn1-c1ccccc1
2,-15,1.4,0.5,50*,-43,5,7,1.3,CC(=O)NC1CC2CCCC(C1)N2S(=O)(=O)c1ccccc1 (stereo unspecified)

PLK1 kinase inh,Plk1 PBD FP,CYP2C9 act,CYP2C19 activ,CYP2C19 inhib,CYP2C9 inh,Rev-RRE block,EphB4 ephrin blk,PLAP activator,Compound
-13,40,0.8,1.2,-19,15,6,-5,1.2,O=C(Nc1nnc(N2CCCCCC2)s1)c1cc(-c2ccc(Br)cc2)on1
-7,-7,0.6,0.8,24,39,-1,-3,1,CSCC[C@H](NC(=O)NCCC1=CCCCC1)C(=O)O
-27,-18,0.8,0.2,85*,22,4,-2,0.8,N#Cc1ccccc1N=C1CCCN1Cc1ccccc1
6,43*,0.4,0.7,35,65*,2,-9,2.1*,CCC(Sc1nc2n[nH]c(C)c2c(=N)n1-c1cccc(Cl)c1)C(=O)NCCOC (stereo unspecified)
·,·,0.3,0.2,84*,72*,·,·,0.9,CCOC(=O)c1sc(=S)n(CC)c1N
-19,4,1.3,0.3,68*,-31,-2,2,1.4,C/C(=N\NC(=O)C(C)Oc1ccc([N+](=O)[O-])cc1)c1ccccn1 (stereo unspecified)

Screening data deposited in PubChem by several laboratories.
